CFTR F508del cor – CFTR F508del correction in bronchial cells | AID 720511 | activity (quench increase), % at 7.58 µM | 350,000 compounds, 0.36% hits | CFBE cells, YFP halide quenching; stimulated with forskolin plus potentiator P3; % fluorescence drop versus neutral controls;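 active = mean added fluorescence quench of at least 8% versus neutral control, with both replicates also reaching 8%; inconclusive = only one of the mean or replicate conditions met; inactive = mean below 8% and not both replicates reaching 8%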;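 note: cells transiently co-express mutant CFTR-F508del with the halide-sensitive YFP; corrector assay measuring rescue of mutant channel to the surface after 24 h compound exposure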
XiGFP reactiv – activators of X-chromosome reactivation in mouse fibroblasts | XiGFP mouse fibroblasts, % GFP-positive cells imaging, 3 d; cells co-treated with 5-aza-dC sensitizer; scaled so ellipticine positive control = 100% | activation, % at 7.58 µM | 360,000 compounds, 0.055% hits | AID 743238;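 active = mean normalized replicate activation at least 10% and every replicate at or above 10%; inconclusive = only one of the two criteria met; inactive = mean below 10% and not all replicates reach 10%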;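 note: 0% = median of on-plate neutral control wells and 100% = ellipticine 6 µM median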
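System: 68-5-11 XiGFP fibroblast line | Buffer or medium: DMEM containing 5-aza-dC | Compound: Single point | Times: Compounds 3 days, fix/stain 15 min at room temperature | Benchmarks: Positive control ellipticine, 6 µM final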
INS-1E GSIS act – primary screen for activators of insulin secretion dependent on glucose, INS-1E cells, GLuc reporter luminescence | activation, % at 16.6 µM | 370,000 compounds, 0.61% hits | INS-1E GLuc reporter insulin secretion, 2-3 h;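 active = lowest replicate activation of at least 40%, so every replicate reaches that level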;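 note: 0% = median of neutral control wells and 100% = median of IBMX positive control wells; some compounds called inactive have numbers as strong as hits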
ARNT TACC3 PPI – disruptors of human ARNT/TACC3 interaction. AID 623870. Q9Y6A5. inhibition, % at 9.99 µM. 390,000 compounds, 0.66% hits. AlphaScreen His-ARNT PAS-B/GST-TACC3 binding, luminescence; TACC3 fragment carries E629A point mutation;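 active = mean inhibition of replicates at least 50% and at least half of replicates each reaching 50%; inconclusive = half or more replicates reach 50% but mean below 50%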;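 note: 0% = complete ARNT plus TACC3 wells and 100% = ARNT alone without TACC3; many hits fall short of the cut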
PAX8 reporter – PAX8 transcriptional activity inhibition; RMG-I TPO-luciferase reporter, SteadyGlo, 24 h; inhibition, % at 12.6 µM; 360,000 compounds, 1.2% hits; AID 652154;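 active = mean replicate inhibition at least 60% with every replicate also reaching 60%; inconclusive = only one of the two criteria is met; inactive = mean below 60% and not all replicates reaching 60%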;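 note: luciferase light reporting Pax8 driven TPO promoter activity; plate controls were median of neutral control wells for no effect and mitoxantrone controls for full effect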
DENV2 CPE rescue – DENV2-induced cell death inhibition; AID 651640; CPE inhibition, % at 9.99 µM; DENV2-infected cells, cytopathic effect rescue, plate reader; 350,000 compounds, 1.7% hits; in the data active = CPE inhibition above about 20%, passing the limit was not always enough; inconclusive = no clear call, values can overlap the other calls; tested in BHK-21 cells;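 note: 0% = median of neutral control wells and 100% = median of positive control wells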
ERp5 block – inhibitors of human ERp5; Q15084; ERp5 insulin aggregation, absorbance 650 nm, 90 min; inhibition, % at 9.99 µM; 350,000 compounds, 0.05% hits; AID 651711;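 active = mean replicate inhibition above about 25%, with every replicate also reaching it, limit read from the data, passing the limit was not always enough; inconclusive = only one of those two criteria met; inactive = neither criterion met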
Target sequence (Q15084 whole entry, looked up): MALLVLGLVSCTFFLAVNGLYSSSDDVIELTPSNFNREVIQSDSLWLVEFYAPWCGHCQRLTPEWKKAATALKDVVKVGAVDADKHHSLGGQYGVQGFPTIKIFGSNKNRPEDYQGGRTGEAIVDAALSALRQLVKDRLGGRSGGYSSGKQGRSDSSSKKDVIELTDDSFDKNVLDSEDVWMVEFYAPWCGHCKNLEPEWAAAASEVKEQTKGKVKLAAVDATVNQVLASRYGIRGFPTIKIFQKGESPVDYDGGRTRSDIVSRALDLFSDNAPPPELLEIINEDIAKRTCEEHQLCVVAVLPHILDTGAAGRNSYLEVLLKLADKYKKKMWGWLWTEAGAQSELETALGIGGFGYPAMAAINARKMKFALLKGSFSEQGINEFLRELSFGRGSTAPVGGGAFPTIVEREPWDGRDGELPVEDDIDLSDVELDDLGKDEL
EWS-Fli block – inhibitors of EWS/Fli oncoprotein transcriptional activity; 350,000 compounds, 0.67% hits; inhibition, % at 12.6 µM; A673 NR0B1-luciferase reporter, viability-normalised;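 active = mean inhibition of at least 50% after viability correction, with every replicate also passing that limit; inconclusive = mean reaches 50% but only one of two replicates passes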;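 note: firefly luciferase signal divided by Alamar Blue viability fluorescence both relative to DMSO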
* = called active by the depositor; u = inconclusive; x = no result given; & = joins results of further samples.

SMILES	CFTR F508del cor	XiGFP reactiv	INS-1E GSIS act	ARNT TACC3 PPI	PAX8 reporter	DENV2 CPE rescue	ERp5 block	EWS-Fli block
O=C([C@@H]1[C@@H](CO)[C@@H]2Cn3c(ccc(-c4ccccc4)c3=O)[C@H]1N2Cc1cccnc1)N1CCOCC1	x	0.0	-8	4	x	6	1	2
CCOC(=O)C(=O)N(Nc1ccccc1C)c1ccccc1C	0.3	0.1	10	x	12	1	-1	-3
O=C(Nc1cc(F)ccc1F)N[C@@H]1CC[C@@H](CCn2cc(C3CCCC3)nn2)O[C@@H]1CO	0.4	-0.1	-21	x	14	-2	9	x
O=C(CCc1nnc(-c2ccccc2)o1)NCc1c(F)cccc1F	0.6	3.6	33	0	-1	x	0	-4
C/C=C/c1ccc([C@@H]2[C@H](CO)N(S(C)(=O)=O)[C@H]2CN(CC)C(=O)CC)cc1	1.9	0.3	1	1	-10	x	x	0
CNC[C@H]1Oc2ccc(NS(=O)(=O)c3c(C)noc3C)cc2CC(=O)N([C@@H](C)CO)C[C@@H]1C	-1.6	-0.3	9	x	-31	10	3	-7
O=c1onc(-c2ccc(Cl)cc2)n1Cc1ccc(F)cc1	x	0.0	20	-3	-4	u	2	4
C[C@H]1CN([C@@H](C)CO)C(=O)c2cc(NS(=O)(=O)c3cn(C)cn3)ccc2O[C@@H]1CN(C)Cc1ccccc1	-1.1	0.0	16	0	-10	24*	5	-9
O=C(OCn1nnc2ccccc2c1=O)c1cccc(S(=O)(=O)N2CCOCC2)c1	-1.4	0.3	2	x	13	9	0	1
O=C1CN(C(=O)c2c(F)cccc2F)C(c2ccccc2)c2cc(Br)ccc2N1 (stereo not drawn)	-2.2	0.2	-6	-9	56	4	1	13
C[C@@H]1CN([C@@H](C)CO)C(=O)c2cc(C#Cc3ccccc3)cnc2O[C@H]1CN(C)C(=O)CN(C)C	-5.5	-0.2	2	x	14	5	-1	-5
COc1cc(OC)c(C(=O)NCC2CCCO2)cc1OC (stereo not drawn)	-3.5	0.0	6	-1	1	1	2	1
O=C(C[C@H]1CC[C@H]2[C@@H](COC[C@H](O)CN2C(=O)Nc2ccccc2)O1)NCCc1ccncc1	1.7	0.2	3	6	-6	53*	-6	-5
Cc1ccc2[nH]cc(CCNC(=O)c3cccnc3)c2c1	1.6	x	2	0	x	-6	-3	13
O=S(=O)(NCc1cccs1)c1ccc(Br)cc1	-3.1	0.2	13	3	-1	0	0	-7
COc1ccc(NC(=O)CS(=O)CC(=O)Nc2ccc(F)cc2F)cc1 (stereo not drawn)	3.4	-0.1	8	1	-1	6	0	0
Cc1cc(C)n(/N=C/c2cc(Cl)cc(Cl)c2O)c(=O)c1	-3.2	0.1	2	-3	-13	2	4	2
CCCCCN(C(=O)NC(=O)Nc1cccc(C)c1C)S(C)(=O)=O	0.2	0.2	-1	6	-4	5	6	4
Clc1ccccc1-c1nnc(-c2ccc3c(c2)OCO3)o1	-0.7	0.1	0	-9	-136	-1	-3	-7
Cc1ccc(C(=O)OCC(=O)NC2CCCCCCC2)cc1C	-0.6	0.1	-7	x	5	-21	-3	3
Cc1ccc(NC(=O)N[C@H](C(=O)O)C(C)C)c(C)c1	-0.7	0.1	-5	0	1	-3	-9	9
S=C(NCC1CCCO1)NC1CC1 (stereo not drawn)	1.2	0.0	14	-1	14	-7	-7	-24
CCc1ccc(CN(C)Cc2nc(Cc3ccc(OC)c(OC)c3)no2)nc1	-0.9	0.4	4	19	16	8	7	-1
CO[C@@H]1CN(C)C(=O)c2ccc(NC(=O)C3CCCC3)cc2OC[C@H](C)N(CC2CC2)C[C@H]1C	0.7	0.0	11	-2	1	-2	2	3
COC(=O)C1C2C=CC3(CN(c4cccc(Cl)c4)C(=O)C13)O2 (stereo not drawn)	0.5	0.3	6	-4	-8	17	-2	-5
The list continues.
SMILES	CFTR F508del cor	XiGFP reactiv	INS-1E GSIS act	ARNT TACC3 PPI	PAX8 reporter	DENV2 CPE rescue	ERp5 block	EWS-Fli block
CC(C)CC1NC(=O)N(Cc2cc(=O)n3ccsc3n2)C1=O (stereo not drawn)	-2.9	-0.1	15	-5	6	-1	0	3
CC(C)(C)c1ccc(S(=O)(=O)NC(=O)C2(C)CCN2C(=O)CC2CCCCC2)cc1 (stereo not drawn)	2.7	0.0	x	x	-21	-16	7	-5
CSc1nc2ccc(NC(=O)c3nn(C(C)C)c(=O)c4ccccc34)cc2s1	x	0.1	8	-5	-11	6	1	-27
COc1ccc2oc(C(=O)Nc3ccccc3N3CCOCC3)c(C)c2c1	0.2	0.2	8	1	-21	-1	-1	-37
C[C@H](CO)N1C[C@H](C)[C@H](CN(C)Cc2ccc(C(=O)Nc3ccccc3N)cc2)Oc2ccc(NS(=O)(=O)c3cn(C)cn3)cc2CC1=O	-2.2	-0.6	7	x	-11	-5	-3	-1
NNC(=O)C1c2ccccc2Oc2ccccc21	-0.6	-0.1	7	-3	11	-1	1	-5
C[C@H]1CN([C@@H](C)CO)C(=O)Cc2cc(NS(=O)(=O)c3cn(C)cn3)ccc2O[C@H]1CN(C)CC1CC1	-1.9	-0.6	12	-6	x	14	-7	-5
CC(=O)N1CCCCN2[C@H](C1)[C@@H](c1ccc(-c3ccc(F)cc3)cc1)[C@@H]2CO	-2.6	0.0	2	1	13	4	5	-14
COc1cccc(/C=N/NC(=O)c2ccc(=O)n(C)c2)c1O	x	0.2	-13	15	16	x	x	x
OC[C@@H]1[C@H](c2ccccc2)C2(CN(Cc3nccs3)C2)N1Cc1cccnc1	-4.3	-0.1	-5	x	0	-6	2	5
COc1ccc(C(=O)NC2CCN(C(=O)Nc3ccccc3Cl)CC2)cc1	-0.1	0.0	4	-8	3	2	-1	8
C[C@@H]1CN([C@@H](C)CO)S(=O)(=O)c2ccc(C#CC3CC3)cc2O[C@H]1CN(C)Cc1ccccc1F	3.9	-1.2	-22	9	x	-7	5	31
O=C(Nc1cccc(OC(F)(F)F)c1)c1ccc(-c2cccnc2)c2ccoc12	5.3	-0.1	5	x	-78	-6	-2	-79
CC(C)(C)OC(=O)N1CCN(C(c2ccnc3ccccc23)c2nnnn2-c2ccc3c(c2)OCCO3)CC1 (stereo not drawn)	0.8	-0.1	-10	x	-23	-6	-9	-19
COc1cc(CCC(=O)OCC(=O)N2CC(=O)Nc3ccccc32)cc(OC)c1OC	-1.0	0.1	2	5	-5	12	-1	3
C[C@@H]1CCCCO[C@@H](CN(C)Cc2ccc(C(F)(F)F)cc2)[C@H](C)CN([C@H](C)CO)C(=O)c2cc(NC(=O)Nc3ccc(F)cc3)ccc2O1	-1.5	0.1	-14	12	69*	3	0	11
CN(C)C(CNC(=O)c1ccc(-c2ccccc2)cc1)c1ccccc1 (stereo not drawn)	-1.3	0.4	-20	3	3	u	-2	6
C1CCN(c2nc3nonc3nc2NCC2CCOCC2)CC1	-1.9	0.0	-1	4	16	-1	5	2
C[C@@H]1CN([C@@H](C)CO)C(=O)c2cccc(NS(=O)(=O)c3cn(C)cn3)c2O[C@@H]1CN(C)C(=O)Nc1cccc2ccccc12	-1.2	-0.8	1	13	x	-7	3	8
COCCNC(=O)C1CCC(CNS(=O)(=O)c2c(C)cc(C)cc2C)CC1 (stereo not drawn)	-0.4	0.1	5	4	4	5	1	2
NC(=O)c1cc2ccccc2o/c1=N/NC(=O)c1ccccc1	-5.0	0.2	9	8	-13	9	2	-22
C[C@@H]1CN([C@@H](C)CO)C(=O)c2cc(NC(=O)Cn3cnnn3)ccc2O[C@H]1CN(C)C(=O)Nc1cccc2ccccc12	0.7	0.1	13	-2	x	x	4	-3
CCCCn1c(N)c(N(CCOC)C(=O)c2oc3c(Cl)cccc3c2C)c(=O)[nH]c1=O	-0.1	-0.1	4	x	13	-1	6	5
COc1cc(C(=O)NNC(=O)COc2ccc(Br)cc2)ccc1OCC(=O)N1CCOCC1	5.8	0.0	8	2	8	-7	-19	2
CCCC(=O)Nc1ccc2c(c1)C(=O)N(C)C[C@H](OC)[C@@H](C)CN(C(=O)CC1CC1)[C@H](C)CO2	1.7	0.4	7	x	-15	x	x	-1
Next section.
SMILES	CFTR F508del cor	XiGFP reactiv	INS-1E GSIS act	ARNT TACC3 PPI	PAX8 reporter	DENV2 CPE rescue	ERp5 block	EWS-Fli block
c1ccc2c(c1)NC1(CCCC1)n1c-2nc2ccccc21	-0.6	x	11	-3	x	-2	2	-90
COc1ccccc1-c1nnc(C2CCN(S(=O)(=O)c3ccc([N+](=O)[O-])cc3)CC2)o1	0.2	0.4	x	-22	-1	1	-6	4
Cc1noc(C(=O)N2CCN(c3ccccc3)CC2)c1Cl	1.6	0.0	x	-4	8	1	1	-14
COc1ccc2oc(C)c(C(=O)c3ccc([N+](=O)[O-])cc3)c2c1	-0.3	-0.1	29	8	93*	-8	-1	-8
O=Nc1nc2ncccn2c1-c1ccccc1	-1.9	-0.1	x	-7	9	-5	0	4
CCn1ccnc1CN(C)Cc1c(C(=O)N2C[C@@H](C)O[C@@H](C)C2)nc2ccc(Cl)cn12	-0.7	0.1	10	6	x	3	4	-7
CN1CCN(C(=O)C[C@H]2CC[C@@H]3[C@H](COC[C@H](O)CN3Cc3ccc4c(c3)OCO4)O2)CC1	-3.0	-0.1	16	-22	4	1	9	6
O=C(N[C@H]1C=C[C@@H](CC(=O)N2CCN(c3ccccc3)CC2)O[C@H]1CO)c1ccccc1	-2.3	0.4	4	-5	2	71*	-3	-1
COc1ccc2nc(N3CCN(C(=O)C4COc5ccccc5O4)CC3)sc2c1 (stereo not drawn)	5.4	-0.1	2	29	-247	-2	-3	-107
C[C@@H]1CCCCO[C@@H](CN(C)Cc2ccc3c(c2)OCO3)[C@@H](C)CN([C@@H](C)CO)C(=O)c2cc(NC(=O)c3ccncc3)ccc2O1	1.2	0.7	-18	-5	-8	-5	-3	-6
O=C(CNC(=O)c1ccccc1F)OCC(=O)c1c[nH]c2ccccc12	-2.2	0.0	x	-4	10	1	4	12
C[C@H](CO)N1C[C@H](C)[C@@H](CN(C)Cc2ccc(C(=O)O)cc2)Oc2ccc(NS(=O)(=O)c3cn(C)cn3)cc2C1=O	-1.8&0.0	0.1&-0.2	4	-5&-6	-2	-5&-10	-3&4	-11&-18
OC[C@H]1[C@H](c2ccc(C#CC3(O)CCCC3)cc2)[C@@H]2CN(Cc3cncnc3)CCCCN12	0.4	0.0	11	1	7	-3	-4	5
O=C(NNc1ncnc2c1cnn2-c1ccc(F)cc1)c1cccs1	-0.7	-0.1	1	-5	19	2	1	6
O=C(CCCCCN1C(=O)c2cccc3cccc(c23)C1=O)NCc1cccnc1	2.9	-0.1	-7	x	-6	7	-4	-32
COc1ccc(S(=O)(=O)Nc2cccc(F)c2C)cc1C(=O)N1CCOCC1	-1.6	0.0	0	-1	-3	-3	-1	-5
O=C(NCCCn1ccnc1)C(=O)NCC(c1ccco1)N1CCN(c2ccc(F)cc2)CC1 (stereo not drawn)	-1.0	0.0	6	59*	23	2	-5	9
CCOc1nc(-c2ccccc2O)nc2ccccc12	0.8	x	17	-2	x	2	4	5

High-throughput results as filed in PubChem BioAssay.
